Bioassay records (PubChem BioAssay)
PERK inh = inhibitors of human PERK kinase; Q9NZJ5; CHO PERK-DD fusion, SEAP luminescence translation reporter; inhibition, % at 5.6 µM; hit rate 0.17% among 220,000;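 active = inhibition above the mean inhibition of all tested compounds plus 3 SD, set separately per screening campaign, cut at about 2.9% in these data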;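 also: PERK kinase domain activated by AP20187 dimerizer at 100 nM; 0% = DMSO with dimerizer and 100% = rapamycin at 8.4 µM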
RBBP9 inh = blocks human serine hydrolase RBBP9; inhibition, % at 7.94 µM; O75884; recombinant RBBP9, FP-Rh probe fluorescence polarization; hit rate 0.2% among 220,000;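 active = inhibition above the campaign mean of all tested compounds plus 3 SD, cut at about 14% in these data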;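 also: plate controls were DMSO wells with RBBP9 for no effect and wells lacking RBBP9 protein for full effect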
Target sequence (O75884 whole entry, looked up): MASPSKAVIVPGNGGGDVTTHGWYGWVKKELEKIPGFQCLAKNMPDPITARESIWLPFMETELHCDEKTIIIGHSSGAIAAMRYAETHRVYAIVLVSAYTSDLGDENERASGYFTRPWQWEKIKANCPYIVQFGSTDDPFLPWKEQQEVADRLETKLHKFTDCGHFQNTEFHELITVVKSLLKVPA
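system = RBBP9 protein | input = RBBP9 at 2.5 µM in dispensed solution, before mixing | measured by = fluorescence polarization (mP), excitation 525 nm, emission 598 nm | incubation = enzyme-compound preincubation 30 min, then probe labeling 45 min, 25 °C | buffer or medium = Tris-NaCl-Pluronic buffer, pH 8.0 | compound = single dose 7.94 µM | also added = FP-Rh probe, 375 nM dispensing solution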
PGE2 EP2 inh = inhibitors of human EP2 prostaglandin E2 receptor. P43116. inhibition, % at 25 µM. hit rate 0.52% among 260,000. C6 glioma cells expressing human EP2, cAMP TR-FRET; cells stimulated with saturating PGE2;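 active = percent inhibition above 40 after rounding to a whole number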;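 also: rat C6 glioma host cells with rolipram phosphodiesterase inhibitor present; the protocol text gives 20 µM as final concentration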
EP2 modulator = modulates human prostaglandin E2 receptor EP2 signaling. P43116. EP2-expressing cells, cAMP HTRF FRET, PGE2 co-stimulation. induction, % at 25 µM. hit rate 0.83% among 260,000. AID 940;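 active = compounds whose cAMP rise, as percent of the full-agonist control response, exceeds 60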;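 also: rat C6 glioma line stably carrying human EP2 under a CMV promoter; the protocol text gives 20 µM as final concentration; 100% = response of wells given 1 µM PGE2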
L929 necroptosis = L929 zVAD cell death inhibition | L929 zVAD necroptosis rescue, ATP luminescence, 24 h; with zVAD 60 µM | viability rescue, % at 10 µM | hit rate 0.38% among 220,000 | AID 1377;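 active = activation, scaled between plate controls, above about 75%, limit read from the data; inactive = activation under that limit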;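 also: 0% = zVAD with DMSO and 100% = DMSO alone without zVAD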
TNF necrop inh = inhibitors of TNF-alpha induced necroptosis in Jurkat FADD-/- cells; Jurkat FADD-/- TNF necroptosis rescue, ATP luminescence, 24 h; 0 = TNF only, 100 = no-TNF cells; activation (protection from cell death), % at 10 µM; hit rate 0.068% among 220,000; AID 463075;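 active = activation, meaning protection from cell death, of at least 50% relative to plate controls; inactive = activation below 50%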;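 also: necroptosis triggered by 40 ng/mL TNF-alpha added together with compound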
Hck Nef HTS = inhibitors of human Hck kinase activated by Nef | P08631 | Recombinant Hck-YEEI plus Nef, Z-Lyte FRET kinase assay | inhibition, % at 20 µM | hit rate 0.68% among 220,000 | AID 463187;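 active = Hck-Nef kinase inhibition above about 50%, limit read from the data; inactive = inhibition below that limit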;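 also: 0% = DMSO with Hck plus Nef and 100% = Hck alone without Nef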
Runt-CBFb FRET = Runt domain-CBFb interaction inhibition; Q01196+Q13951; Cerulean-Runt/Venus-CBFb FRET ratio 530/480, 1 h; inhibition, % at 20 µM; hit rate 0.46% among 220,000; AID 1496;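 active = inhibition over about 50% at 20 µM in the single-dose screen, limit read from the data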;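 also: 0% = DMSO wells and 100% = excess unlabeled CBFb competitor control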
Target sequence (Q01196 whole entry, looked up, the tested form may be a part): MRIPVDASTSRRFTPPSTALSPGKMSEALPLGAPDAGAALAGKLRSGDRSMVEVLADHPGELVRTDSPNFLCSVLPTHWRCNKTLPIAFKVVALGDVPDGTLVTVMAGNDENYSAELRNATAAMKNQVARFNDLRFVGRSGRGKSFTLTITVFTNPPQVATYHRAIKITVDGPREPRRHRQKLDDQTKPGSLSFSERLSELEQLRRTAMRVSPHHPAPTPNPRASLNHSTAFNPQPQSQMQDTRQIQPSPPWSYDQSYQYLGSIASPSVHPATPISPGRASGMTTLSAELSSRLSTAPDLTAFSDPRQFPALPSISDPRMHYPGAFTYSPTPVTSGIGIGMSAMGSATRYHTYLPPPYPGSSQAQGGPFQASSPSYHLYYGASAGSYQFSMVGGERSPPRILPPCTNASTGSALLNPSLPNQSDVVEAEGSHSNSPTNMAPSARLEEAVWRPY
Target sequence (Q13951 whole entry, looked up, the tested form may be a part): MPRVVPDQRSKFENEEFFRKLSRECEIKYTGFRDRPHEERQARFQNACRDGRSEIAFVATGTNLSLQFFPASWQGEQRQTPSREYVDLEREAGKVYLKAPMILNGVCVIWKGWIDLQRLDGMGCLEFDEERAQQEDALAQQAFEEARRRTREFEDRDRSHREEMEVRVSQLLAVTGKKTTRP
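Assay system: Cerulean-tagged RUNX1 Runt domain (FRET donor) fusion protein / Amount: 100 nM each of Venus-CBFb and Cerulean-Runt domain / Medium: Tris buffer pH 7.5 with salts and BSA / Also added: Venus-CBFb 100 nM / Schedule: 1 h complex formation plus 1 h compound treatment, room temperature / Signal: FRET fluorescence / Read-out: loss of energy transfer signal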
Runt-SMMHC FRET = Runt domain-CBFb-SMMHC interaction inhibition | Q01196+Q13951 | Cerulean-Runt/Venus-CBFb-SMMHC FRET ratio 530/480, 1 h | inhibition, % at 20 µM | hit rate 0.74% among 220,000;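 active = mean inhibition across duplicate retests at 20 µM reaching about 50%, limit read from the data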;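 also: 0% = DMSO wells and 100% = wells with excess untagged CBFb-SMMHC; inhibitors lower the FRET ratio by blocking Runt binding to CBFb-SMMHC; some results filed as inactive read as strong as hits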
* = called active by the depositor; . = not tested or not shown; & = joins results of further samples. Not all compounds are listed. The share of hits here may be higher or lower than overall.

SMILES | PERK inh | RBBP9 inh | PGE2 EP2 inh | EP2 modulator | L929 necroptosis | TNF necrop inh | Hck Nef HTS | Runt-CBFb FRET | Runt-SMMHC FRET
O=[N+]([O-])c1cccc(-c2ccc3nnc(SCc4ccccn4)n3n2)c1 | 1.6 | -3 | 5 | 18 | 1.9 | -0.5 | 19 | 0 | 0
CS(=O)(=O)Nc1ccc(C2=NN(S(=O)(=O)c3ccc(F)cc3)C(c3ccco3)C2)cc1 (stereo not drawn) | 1.1 | -7 | 6 | 7 | 0.0 | -1.6 | 14 | 13 | 8
NC(=O)CSc1nc(N)c2c3c(sc2n1)CCCCC3 | -0.1 | -10 | 8 | -34 | 7.5 | -0.8 | 4 | -4 | 2
Cn1cccc1P(=O)(c1cccn1C)c1cccn1C | -0.4 | -17 | 8 | 9 | -0.4 | -1.8 | -1 | -1 | -3
O=C(Cn1nnc2ccccc21)Nc1ccccc1[N+](=O)[O-] | -0.1 | -5 | 6 | -12 | 0.2 | -0.2 | 22 | 2 | 2
O=C(Nc1ccc(N2CCOCC2)c(Cl)c1)C1CCCCC1 | 0.2 | -8 | 2 | -18 | 2.5 | 4.4 | 1 | 1 | -2
CC(C)(C#CCN1CCCCC1)OCCOC(c1ccccc1)c1ccccc1 | 0.6 | -2 | 11 | 1 | -0.1 | 0.2 | 1 | -4 | -2
COc1ccc(C(=O)N/N=C/c2ccc(OC)c(CN3CCCc4ccccc43)c2)cc1 | 0.1 | -5 | 17 | -52 | 1.7 | -2.3 | 5 | 2 | 0
CCn1nc(C)cc1Nc1ccccc1 | -0.1 | -3 | 9 | 12 | -0.5 | -1.8 | -8 | 2 | -4
COCCCn1[nH]c2c3c(ccc2c1=O)C(=O)c1ccccc1C3=O | -1.6 | 0 | 12 | 15 | 0.2 | -4.7 | -2 | 0 | -1
Cc1cc2nc(-c3ccc(SCC(=O)NC(C)C)nc3)[nH]c2cc1C | -0.1 | 3 | 7 | -25 | 3.9 | 0.2 | 31 | -3 | -2
O=C(Nc1ccc(NC(=O)c2cccs2)cc1)c1ccc2c(c1)OCO2 | 1.1 | 1 | 6&0 | -45&1 | 0.2 | 3.2 | 28 | 2 | 0
COc1ccc(C(C[N+](=O)[O-])c2c(-c3ccccc3)cc3ccccn23)c(OC)c1 (stereo not drawn) | -1.1 | -11 | 8 | -18 | -1.0 | -17 | 10 | 6 | 0
CCOc1ccc(/C(O)=C2/C(=O)C(=O)N(CCOCCO)C2c2cccnc2)cc1 (stereo not drawn) | 0.5 | -5 | 26 | 55 | 0.0 | -12 | -1 | -5 | 2
CC(C)(C)n1nnnc1C(c1ccc2ncccc2c1)N1CCSCC1 (stereo not drawn) | -0.4 | 4 | . | 16 | -0.3 | -5.0 | 1 | . | 2
CCC(=O)c1cn(CC(=O)NCc2cccnc2)c2ccccc12 | 0.1 | 5 | 12 | 8 | -0.4 | 1.6 | 4 | 0 | -1
COc1ccc(NC(=O)COc2ccc(C(=O)OCC(=O)N(C(C)C)C(C)C)cc2OC)cc1 | -0.8 | -8 | 3 | -52 | 3.0 | 1.1 | 22 | -5 | -33
CCCCCCCCNC(=S)NCCN1CCCCC1 | -0.6 | -3 | 5 | -74 | 1.9 | -3.2 | 26 | -1 | -1
COc1cc(C(=O)Nc2cccc(-c3nc4cc(C)ccc4o3)c2C)cc(OC)c1OC | -0.7 | 3 | 0 | 26 | 1.1 | 0.9 | 2 | -2 | 4
CSC1=NCCN1C(=O)c1cccc(Br)c1 | 2.1 | -10 | 14 | 11 | -0.1 | -5.4 | -1 | -1 | -45
O=C(NCCN1CCOCC1)c1cccnc1SCc1ccccc1Cl | 1.0 | 0 | 6 | -6 | -1.3 | 0.4 | 25 | 3 | 2
CCCC1=C/C(=C/c2ccc(-c3ccccc3OC)o2)C(=O)O1 | 0.1 | -4 | 9 | 54 | . | -2.5 | 16 | -2 | -19
O=C(CN1CCOCC1)Nc1ccccc1Cl | -0.7 | -9 | 11 | 5 | 0.2 | -0.5 | -2 | 0 | -1
O=C(c1ccc(Cl)cc1)C1C2C(=O)N(c3ccccc3)C(=O)C2C2CCCN21 (stereo not drawn) | 0.4 | -6 | 15 | 10 | 0.1 | -4.8 | 0 | -2 | -27
CCN1CCCC1CNC(=O)Cn1cc2c(n1)CCC(C)C2 (stereo not drawn) | 1.0 | -6 | 8 | 11 | 1.2 | 0.6 | 0 | 2 | 2
Cc1ccc(N(C(C)C(=O)Nc2ccc(S(=O)(=O)N3CCOCC3)cc2)S(C)(=O)=O)cc1 (stereo not drawn) | 0.3 | -8 | 14 | 19 | -0.1 | -0.3 | 1 | -2 | 22
CCC(C)(CC(=O)O)CC(=O)Nc1cc(C(F)(F)F)cc(C(F)(F)F)c1 (stereo not drawn) | 0.2 | -7 | 13 | 15 | 1.0 | 3.4 | 9 | 0 | -1
COc1ccc(C(=O)Nc2cccc(C)c2)cc1S(=O)(=O)N1CCOCC1 | -0.6 | -3 | 7 | -21 | 0.3 | 0.2 | 6 | -3 | 2
COc1cc(Cl)c(C)cc1NC(=O)c1ccc(NS(=O)(=O)c2ccc(F)c(F)c2)cc1 | 0.7 | 5 | 6 | 32 | 3.9 | 2.8 | -13 | 0 | 2
CCCCOC(=O)C1=C(C)Nc2ncnn2C1c1ccc(OC)c(OC)c1OC (stereo not drawn) | -0.4 | -9 | 2 | 29 | -0.3 | 0.9 | 0 | -2 | -4
CC(=O)c1c(Nc2ccc3c(c2)OCCO3)oc(C)cc1=O | 2.1 | -2 | 6 | -19 | 0.9 | -0.4 | 2 | 4 | 0
CN(Cc1ccccc1)C(=O)c1nc2ccccn2c1CNCCn1cccn1 | 0.5 | 1 | 6 | 2 | -0.6 | -0.3 | 7 | 0 | -2
Cc1ccc(/C=N/Nc2cccc3cccnc23)c(O)c1 | 1.3 | -3 | 4 | 15 | 0.3 | -4.8 | 2 | 2 | 5
CNC(=O)CSc1nc(-c2ccccc2)c(-c2ccccc2)o1 | 0.2 | 0 | 3 | 25 | -0.4 | -1.4 | 21 | 1 | 0
CC(C)CNC(=O)/C=C/C(=O)O | 1.3&0.9 | -2&-1 | 8&7 | 24&-2 | 0.1&2.1 | 1.8&1.0 | 22&-9 | -1&-1 | -2&-2
CCC(C)c1ccc(NC(=O)c2cnn3c(C(F)F)cc(C)nc23)cc1 (stereo not drawn) | 0.3 | -2 | 9 | 15 | 25 | -1.4 | 6 | -3 | 3
COc1ccc2[nH]c(=O)c(CN(Cc3cccs3)C(=S)Nc3ccccc3)cc2c1 | 1.1 | -13 | 33&16 | -25&-56 | -0.2 | 1.8 | 2 | 2 | -2
Cc1cc(C)c(NC(=O)C(C)c2cccc(C(=O)c3ccccc3)c2)c(C)c1 (stereo not drawn) | 1.3 | -2 | 10 | -32 | -0.1 | -2.9 | 0 | 0 | 2
Cc1cc(=O)[nH]c2ccccc12 | 1.9 | 1 | 11 | 4 | 0.2 | -2.4 | 2 | -2 | -1
CCCOc1ccc(/C(O)=C2/C(=O)C(=O)N(CCOC)C2c2cccnc2)cc1 (stereo not drawn) | 1.1 | 0 | . | 45 | -0.2 | -0.7 | 1 | 0 | -9

A few values from the entries so far:
Cc1ccc(N(C(C)C(=O)Nc2ccc(S(=O)(=O)N3CCOCC3)cc2)S(C)(=O)=O)cc1 (stereo not drawn) @ PGE2 EP2 inh = 14
O=C(c1ccc(Cl)cc1)C1C2C(=O)N(c3ccccc3)C(=O)C2C2CCCN21 (stereo not drawn) @ Runt-CBFb FRET = -2

Further records:
SMILES | PERK inh | RBBP9 inh | PGE2 EP2 inh | EP2 modulator | L929 necroptosis | TNF necrop inh | Hck Nef HTS | Runt-CBFb FRET | Runt-SMMHC FRET
Fc1ccccc1COc1ccc2ccccc2c1CNc1nn[nH]n1 | 1.3 | 0 | 9 | -43 | 11 | -5.2 | 13 | -2 | -2
CCN(CC)S(=O)(=O)c1ccc(C(=O)OCCN2C(=O)CCC2=O)cc1 | 0.7 | -11 | 3 | 25 | 1.6 | 0.6 | 3 | 5 | -2
CCOC(=O)N1CCN(c2cc(C)c(C(C)=O)cc2F)CC1 | -0.5 | -7 | . | 21 | -0.1 | -3.9 | 2 | 1 | -1
COc1ccc(-c2[nH]ncc2CN2CCC(C(=O)N3CCOCC3)CC2)c(F)c1 | 0.8 | -5 | 6 | 22 | 3.7 | 1.1 | 17 | 1 | -4
COc1ccc(N2CCN(C(c3cc(OC)ccc3OC)c3nnnn3CC3CCCO3)CC2)cc1 (stereo not drawn) | -1.6 | -6 | 11 | 16 | -0.5 | 0.6 | 6 | -2 | 6
O=C(Nc1ccc(NC(=O)c2cccs2)cc1Cl)c1ccco1 | -0.4 | -16 | 6 | -21 | 2.6 | 1.5 | 8 | 2 | 0
COc1cc(OC)cc(-c2nnc(N(C)C(=O)c3ccncc3)s2)c1 | -0.2 | -13 | 2 | -8 | 0.8 | -7.5 | 13 | -2 | 1
COc1ccc(-n2c3c(cc(C#N)c2=O)C(=O)CCC3)cc1 | 0.3 | 0 | 3 | -5 | 0.0 | 1.1 | -9 | 0 | -5
N/C(=N\OC(=O)c1cccc([N+](=O)[O-])c1)c1ccccn1 | 0.5 | 0 | 6 | -25 | 1.4 | 0.5 | 22 | 0 | 1
CCN(C(=O)CSc1nc2ccc([N+](=O)[O-])cc2s1)C1CCS(=O)(=O)C1 (stereo not drawn) | 1.1 | -1 | 8 | -38 | 1.2 | 5.9 | 23 | 2 | 3
Cc1ccnc(NS(=O)(=O)c2ccc(NC(=O)c3ccc(S(=O)(=O)N4CCOCC4)cc3)cc2)n1 | 1.1 | -7 | 9 | 28 | 0.0 | -0.1 | 3 | 1 | -3
O=S(=O)(c1cccs1)N1CCN(c2ccc(O)cc2)CC1 | 1.4 | 1 | 14 | -20 | 1.0 | -16 | 2 | 13 | 4
O=c1c2cc(Cl)ccc2oc2nc3n(c(=O)c12)CCCS3 | -0.1 | -9 | 4 | 10 | 0.2 | -7.7 | 2 | 2 | 0
O=[N+]([O-])c1ccc(N2CCCCC2)c(Cl)c1N1CCCCC1 | 0.3 | 2 | 8 | 58 | -0.3 | -2.8 | 2 | -3 | -8
CC(=O)n1cc([C@@H]2C=C(C(=O)N3CCN(Cc4ccccc4)CC3)O[C@H](OCc3ccc(CO)cc3)C2)c2ccccc21 | 0.8 | -12 | 5 | -33 | 0.6 | -0.6 | -9 | -2 | -4
C/C=C/C(=O)OCC(=O)Nc1ccc(OC)c(OC)c1 | -0.4 | 11 | 7 | -7 | 1.8 | 1.7 | -9 | 0 | -6
